Assay outcomes deposited in PubChem by National Center for Advancing Translational Sciences (NCATS).
KCNH2 3.1 inh = qHTS for Inhibitors of KCHN2 3.1: Mutant qHTS | 340,000 compounds, 0.95% hits | U2OS KCNH2 3.1, thallium flux FluxOr; stronger effect = lower value | AID 720553, 2013 | activity change, % (tested at about 1.8 µM);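 active = maximum activity change below -70%; inconclusive = maximum activity change from -70% to -50%; inactive = maximum activity change above -50%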;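 note: thallium influx rate constant from kinetic fluorescence after stimulation buffer; % is set by controls: 0 for no effect and ±100 for the full control effect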
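Kinetic fluorescence (2 min after stimulation buffer) measures Tl+ influx through KCNH2 3.1 expressed by viral transduction in U2OS cells; the rate constant is normalized against DMSO controls serving as positive and negative references.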
VP16 counter = VP16 counterscreen qHTS for inhibitors of ROR gamma transcriptional activity; Drosophila S2 Gal4-VP16 UAS-luciferase, luminescence, 20 h; Potency, µM (series often up to 53.6 µM), for the others: at the highest dose activity, negative = inhibition, hits mostly inhibitors; 310,000 compounds, 3.5% hits; AID 2546, 2010;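 note: Gal4-VP16 expression switched on by copper sulfate through the metallothionein promoter; potency is the fitted concentration of half-maximal effect; % is set by controls: 0 for no effect and ±100 for the full control effect; nearly all actives have a fitted effect of over 50% in size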
Mito fusion act = qHTS Assay for Small Molecule Inhibitors of Mitochondrial Division or Activators of Mitochondrial Fusion; Potency, µM (doses to about 46.1 µM), inactives show at the top dose growth rescue (activation), hits mostly activators; AID 485298, 2010; 320,000 compounds, 0.23% hits; S. cerevisiae fusion-defective mutant growth rescue, CellTiterGlo 48 h;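 note: potency is the fitted concentration of half-maximal effect; % of control where 0% means no effect; nearly all actives have a fitted effect of over 45% in size; temperature-sensitive fusion mutants such as fzo1-1 at 37 °C on non-fermentable ethanol glycerol medium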
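Yeast fusion mutant, YPEG (non-fermentable carbon), compound, 48 h at 37C non-permissive; CellTiterGlo added, 10 min RT, luminescence read. Rescued growth = division inhibition.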
ELG1 repair inh = qHTS screen for small molecules that inhibit ELG1-dependent DNA repair in human embryonic kidney (HEK293T) cells expressing luciferase-tagged ELG1; AID 504467, 2011; Potency, µM (series often up to 46.1 µM), for inactives: top-dose activity change, negative = inhibition, actives largely listed as inhibitors; HEK293T ELG1-luciferase reporter, luminescence, 16 h; DNA damage induced by 5-fluorouridine; 330,000 compounds, 2.3% hits; note: potency is the fitted concentration of half-maximal effect; % is set by controls: 0 for no effect and ±100 for the full control effect; nearly all actives have a fitted effect of over 55% in size
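Quantitative HTS, concentration-response format. 2,000 cells/well co-treated with 5-fluorouridine and compound, 16 hr in 5% CO2 at 37 °C; ONE-Glo luminescence read after 30 min.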
Menin-MLL TR inh = qHTS Assay for Inhibitors Targeting the Menin-MLL Interaction in MLL Related Leukemias: Competition With Texas Red Labeled MLL-derived Mutant Peptide; Potency, µM (highest dose often 61.6 µM), without a hit: at the highest dose FP activity change, negative = inhibition, hits mostly inhibitors; Menin + Texas Red MLL mutant peptide, fluorescence polarization; AID 1768, 2009; O00255; 270,000 compounds, 0.23% hits; active = well fitted inhibition curve with a large enough effect in the polarisation, with a control signal flat, not every such curve was filed as active; inconclusive = small, poorly fitted or top-dose-only effect, or effect the other way, or a change in a side signal; inactive = no such curve, though single readings can be large or run the other way; the % refers to the polarisation; note: potency is the fitted concentration of half-maximal effect; % of control where 0% means no effect; many of its hits are not listed in these tables
PKM2 activator = qHTS Assay for Activators of Human Muscle isoform 2 Pyruvate Kinase. Pyruvate kinase PKM (Homo sapiens), P14618. 260,000 compounds, 0.34% hits. Potency, µM (highest dose often 57.5 µM), for inactives: at the top dose activation, actives largely listed as activators. purified PKM2, Kinase-Glo ATP luminescence, activation; response scale: 0% is enzyme alone, no compound; note: potency is the fitted concentration of half-maximal effect; % is set by controls: 0 for no effect and ±100 for the full control effect; nearly all actives have a fitted effect of over 55% in size
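Kinase-Glo luminescence reports ATP generated from ADP (0.1 mM) and PEP (0.5 mM) by purified hPK-M2 after 1 h at room temperature, pH 7.2 imidazole buffer; intermediate enzyme activity allows detecting inhibitors and activators.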
Rab9 promoter act = qHTS Assay for Rab9 Promoter Activators; Potency, µM (top dose mostly 9.22 µM), inactives show at the top dose activation, negative = inhibition, hits mostly activators; Huh7 Rab9 promoter-luciferase reporter, luminescence, 24 h; 320,000 compounds, 2.8% hits; AID 485297, 2010; note: potency is the fitted concentration of half-maximal effect; % of control where 0% means no effect; nearly all actives have a fitted effect of over 60% in size
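Huh7 cells stably carrying Rab9 promoter–luciferase reporter, plated 1500 cells/well, compound added after 2 h and incubated 24 h at 37 °C; luciferase luminescence then read after 10 min with detection reagent.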
MBNL1-CUG inh = qHTS Assay for Inhibitors of MBNL1-poly(CUG) RNA binding | AID 2675, 2010 | TR-FRET MBNL1-His/biotin-(CUG)12 binding, 665/545 ratio | Potency, µM (series often up to 57.5 µM), for the others: top-dose activity change, negative = inhibition, actives largely listed as inhibitors | Muscleblind-like protein 1 (Homo sapiens), Q9NR56 | 280,000 compounds, 0.036% hits; active = well fitted inhibition curve with a large enough effect in the signal ratio, with a control signal flat, not every such curve was filed as active; inconclusive = small, poorly fitted or top-dose-only effect, or effect the other way, or a change in a side signal; inactive = no such curve, though single readings can be large or run the other way; the % refers to the signal ratio; note: potency is the fitted concentration of half-maximal effect; % is set by controls: 0 for no effect and ±100 for the full control effect
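MBNL1-His + Biotin-(CUG)12, cpd titration 92 nM–58 uM; Tb anti-His Ab 0.055 ng/ul, SA-XL665 5 nM (final); 60 min RT; ratiometric 665/545 nm, Ex 340 nm; normalized to buffer and full-complex controls.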
RORgamma inh = qHTS for inhibitors of ROR gamma transcriptional activity. Potency, µM (series often up to 53.6 µM), inactives show at the top dose activity change, negative = inhibition, hits mostly inhibitors. Nuclear receptor ROR-gamma (Mus musculus), P51450. AID 2551, 2010. 310,000 compounds, 5.4% hits. Drosophila S2 Gal4-RORgamma UAS-luciferase reporter, 20 h; note: potency is the fitted concentration of half-maximal effect; % is set by controls: 0 for no effect and ±100 for the full control effect; nearly all actives have a fitted effect of over 60% in size
Target sequence (P51450 whole entry, looked up, the tested form may be a part): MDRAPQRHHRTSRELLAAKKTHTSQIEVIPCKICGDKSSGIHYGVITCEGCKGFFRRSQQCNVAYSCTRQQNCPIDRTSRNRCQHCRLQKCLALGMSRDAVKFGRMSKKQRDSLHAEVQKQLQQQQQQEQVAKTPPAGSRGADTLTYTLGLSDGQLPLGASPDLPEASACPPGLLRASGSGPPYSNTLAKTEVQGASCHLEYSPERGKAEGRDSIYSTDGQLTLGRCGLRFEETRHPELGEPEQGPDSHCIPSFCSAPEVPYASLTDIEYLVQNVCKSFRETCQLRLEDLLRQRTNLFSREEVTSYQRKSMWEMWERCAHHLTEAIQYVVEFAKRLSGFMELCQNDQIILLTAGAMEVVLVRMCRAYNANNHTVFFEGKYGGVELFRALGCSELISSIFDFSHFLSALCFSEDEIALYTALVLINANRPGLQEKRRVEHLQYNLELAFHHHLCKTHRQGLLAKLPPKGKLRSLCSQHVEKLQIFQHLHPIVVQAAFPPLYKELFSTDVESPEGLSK
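Luminescence from a UAS-regulated Photinus luciferase reporter in stably transfected Drosophila Schneider cells is measured; decreased signal marks ROR gamma inhibition. Fusion expression is induced by 700 uM copper sulfate for 20 hr.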
NPC1 prom act = qHTS Assay for NPC1 Promoter Activators; Potency, µM (top dose mostly 9.22 µM), for the others: top-dose activation, hits mostly activators; 320,000 compounds, 2.4% hits; AID 485313, 2010; Huh7 NPC1 promoter luciferase reporter, 24 h;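 note: potency is the fitted concentration of half-maximal effect; % of control where 0% means no effect; nearly all actives have a fitted effect of over 60% in size; reporter is driven by a mutant NPC1 promoter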
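Readout is luciferase luminescence, reflecting NPC1 promoter activation in stably transfected Huh7 cells after 24 h compound exposure at 37 °C in reduced-serum medium with 10% FBS.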
FLuc counter = qHTS profiling assay for firefly luciferase inhibitor/activator using purifed enzyme and Km concentrations of substrates (counterscreen for miR-21 project). purified FLuc, Km substrates, luminescence inhibition. Potency, µM (highest dose often 57.5 µM), inactives show at the top dose activity change, negative = inhibition, actives largely listed as inhibitors. 360,000 compounds, 6.9% hits;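 note: potency is the fitted concentration of half-maximal effect; plate controls were vehicle for no effect and reference inhibitor for full effect; nearly all actives have a fitted effect of over 55% in size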
Target sequence (P08659 whole entry, looked up): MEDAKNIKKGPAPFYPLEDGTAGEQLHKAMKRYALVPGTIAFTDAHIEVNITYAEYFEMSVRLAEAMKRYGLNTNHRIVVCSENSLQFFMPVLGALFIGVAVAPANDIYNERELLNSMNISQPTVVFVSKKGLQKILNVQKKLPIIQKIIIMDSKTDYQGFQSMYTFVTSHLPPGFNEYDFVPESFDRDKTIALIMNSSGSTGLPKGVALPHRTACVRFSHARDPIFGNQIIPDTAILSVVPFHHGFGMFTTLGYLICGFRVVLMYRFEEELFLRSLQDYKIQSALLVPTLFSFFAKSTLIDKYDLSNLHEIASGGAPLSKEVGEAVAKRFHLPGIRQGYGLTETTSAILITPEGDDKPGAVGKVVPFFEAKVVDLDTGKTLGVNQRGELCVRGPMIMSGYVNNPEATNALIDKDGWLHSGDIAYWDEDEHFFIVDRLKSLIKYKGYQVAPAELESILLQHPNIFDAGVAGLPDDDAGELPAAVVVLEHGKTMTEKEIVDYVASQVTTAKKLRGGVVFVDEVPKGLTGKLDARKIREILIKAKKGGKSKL
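Purified P. pyralis luciferase, 10 nM final, with Km-level 10 uM D-luciferin and 10 uM ATP in 50 mM Tris acetate pH 7.5, 10 mM Mg acetate, 0.01% Tween-20, 0.05% BSA; 6-point qHTS titration about 60 µM downward; luminescence read.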
The depositor's hits bear a star; [ ] = another dose, or the depositor's remark. Unless noted, calls come from the whole dose curve; as a rule, active = well fitted curve in the direction sought with a large enough effect; inconclusive = small, poorly fitted or top-dose-only effect, or another doubt; inactive = no such curve, though single readings can be large; an effect the other way counts as inactive or inconclusive.

For CC(C)NC(=O)c1cc(-c2ccc(Br)cc2)on1 the results were KCNH2 3.1 inh -8.3, VP16 counter -11.2%, Mito fusion act -0.5%, ELG1 repair inh inconclusive, Menin-MLL TR inh -8.4%, PKM2 activator -9.4%, Rab9 promoter act 1.58µM*, MBNL1-CUG inh 3.1%, RORgamma inh -11.5%, NPC1 prom act 1.41µM* and FLuc counter 2.69µM*.
Screening CCN(CC)C(=O)c1csc(Nc2cccc3ccccc23)n1 returned KCNH2 3.1 inh -10.3, VP16 counter 3.5%, Mito fusion act -1.1%, ELG1 repair inh -19.0%, Menin-MLL TR inh -18.0%, PKM2 activator -2.9%[11.5 µM], Rab9 promoter act -0.8%, MBNL1-CUG inh 5.6%, RORgamma inh 34.3%, NPC1 prom act -2.8% and FLuc counter -0.6%.
For COc1ccc(OC)c(NC(=O)c2cccc(N3C(=O)C4C5C=CC(C6CC56)C4C3=O)c2)c1 (stereo unspecified) the results were KCNH2 3.1 inh -38.7, VP16 counter -17.2%, Mito fusion act -5.1%, ELG1 repair inh inconclusive, Rab9 promoter act -19.5%, MBNL1-CUG inh -5.5%, RORgamma inh inconclusive, NPC1 prom act -14.9% and FLuc counter 0.0%.
`COc1ccc2nc(N/C(N)=N/C(=S)Nc3ccccc3)nc(C)c2c1` gave KCNH2 3.1 inh 43.0, VP16 counter 4.47µM*, Mito fusion act -5.7%, ELG1 repair inh inconclusive, Menin-MLL TR inh -20.2%, PKM2 activator 1.7%, Rab9 promoter act 2.7%, MBNL1-CUG inh 17.2%, RORgamma inh 0.794µM*, NPC1 prom act -3.9% and FLuc counter inconclusive.
`CCc1ccc(C(C)NC(=O)c2ccc3c(c2)OCO3)cc1` (stereo unspecified) gave KCNH2 3.1 inh 4.1, VP16 counter -2.9%, Mito fusion act 3.1%, ELG1 repair inh 14.2%, PKM2 activator -0.8%, Rab9 promoter act 2.2%, MBNL1-CUG inh -1.4%, RORgamma inh inconclusive, NPC1 prom act -2.0% and FLuc counter 1.8%.
For O=C(Nn1c(C2CCCCC2)nc2ccccc2c1=O)c1ccc(Cl)c([N+](=O)[O-])c1 the results were KCNH2 3.1 inh -13.7, VP16 counter inconclusive, Mito fusion act -7.9%, ELG1 repair inh -0.1%, Menin-MLL TR inh inconclusive, PKM2 activator 1.2%, Rab9 promoter act -5.5%, MBNL1-CUG inh -5.5%, RORgamma inh inconclusive, NPC1 prom act 1.0% and FLuc counter -0.8%.
For CC[C@@H](C)[C@H](NC(=O)Cc1c(C)c2cc3c(C)coc3c(C)c2oc1=O)C(=O)O the results were KCNH2 3.1 inh -4.1, VP16 counter -10.9%, Mito fusion act -0.9%, ELG1 repair inh -3.5%, Menin-MLL TR inh 6.2%, Rab9 promoter act -3.0%, MBNL1-CUG inh 3.6%, RORgamma inh 5.8%, NPC1 prom act -0.3% and FLuc counter 3.6%.
For Cc1cc(C)n(C(=O)c2ccc(C)c(S(=O)(=O)N3CCCCC3)c2)n1 the results were KCNH2 3.1 inh -6.2, VP16 counter -8.3%, Mito fusion act 4.0%, ELG1 repair inh 4.0%, Menin-MLL TR inh 5.8%, PKM2 activator 6.6%, Rab9 promoter act 1.0%, MBNL1-CUG inh -2.8%, RORgamma inh -29.8%, NPC1 prom act 0.3% and FLuc counter 4.7%.
CCc1ccccc1NC(=O)COc1ccc2c(c1)OCO2 was read as KCNH2 3.1 inh 18.1, VP16 counter -7.0%, Mito fusion act -3.8%, ELG1 repair inh -2.1%, Menin-MLL TR inh -2.7%, PKM2 activator 3.4%, Rab9 promoter act 21.3%, MBNL1-CUG inh 1.9%, RORgamma inh 0.4%, NPC1 prom act 0.2% and FLuc counter -19.5%.
`Cc1cc2oc(=O)cc(Cn3ncc(Cl)c(Cl)c3=O)c2cc1Cl` gave KCNH2 3.1 inh -6.1, VP16 counter inconclusive, Mito fusion act -7.5%, ELG1 repair inh inconclusive, Menin-MLL TR inh 4.0%, PKM2 activator -5.0%, Rab9 promoter act -49.0%[inhibitor], MBNL1-CUG inh 31.5%[activator], RORgamma inh -23.4%, NPC1 prom act -29.7% and FLuc counter -2.4%.
Screening O=c1c2ccccc2nc2n1CC/C2=C/N1CCN(c2cccc(C(F)(F)F)c2)CC1 returned KCNH2 3.1 inh -0.9, VP16 counter -3.3%, Mito fusion act -4.0%, ELG1 repair inh -4.4%, Menin-MLL TR inh inconclusive, PKM2 activator 0.0%, Rab9 promoter act 0.1%, MBNL1-CUG inh inconclusive, RORgamma inh 21.1%, NPC1 prom act 0.4% and FLuc counter 3.4%.
Screening C=CCNC(=O)NS(=O)(=O)c1ccc(C)cc1 returned KCNH2 3.1 inh -0.1, VP16 counter -2.7%, Mito fusion act -1.6%, ELG1 repair inh -3.7%, Menin-MLL TR inh 5.8%, PKM2 activator -6.3%, Rab9 promoter act 1.0%, MBNL1-CUG inh -6.5%, RORgamma inh 0.0%, NPC1 prom act -2.0% and FLuc counter 3.7%.
Screening O=C(Nc1ccc(F)cc1)C1C2CCC3C(CCC21)C3(Cl)Cl (stereo unspecified) returned KCNH2 3.1 inh -0.7, VP16 counter -8.8%, Mito fusion act 1.2%, ELG1 repair inh -12.5%, PKM2 activator 0.6%, Rab9 promoter act -4.2%, MBNL1-CUG inh 2.3%, RORgamma inh 23.6%, NPC1 prom act 0.7% and FLuc counter -0.7%.
`CCc1nnc(NC(=O)COc2ccc3c(c2)OCO3)s1` gave KCNH2 3.1 inh 0.0, VP16 counter 5.5%, Mito fusion act -10.0%, ELG1 repair inh 3.2%, Menin-MLL TR inh 30.2%[activator], PKM2 activator 0.8%, Rab9 promoter act 20.8%, MBNL1-CUG inh -6.4%, RORgamma inh -0.9%, NPC1 prom act 22.6% and FLuc counter -11.4%.
`O=C(NNC(=O)c1ccc([N+](=O)[O-])cc1)c1ccc(Br)cc1` gave KCNH2 3.1 inh -6.0, VP16 counter -13.5%, Mito fusion act 14.6%, ELG1 repair inh 5.6%, Menin-MLL TR inh inconclusive, Rab9 promoter act -2.3%[1.84 µM], MBNL1-CUG inh 22.9%, RORgamma inh -10.9%, NPC1 prom act -5.9% and FLuc counter 0.9%.
Cc1ccc(CNC(=O)CS(=O)(=O)Cc2nc(-c3ccccc3F)oc2C)cc1 was read as KCNH2 3.1 inh 12.2, VP16 counter 5.0%, Mito fusion act -2.4%, ELG1 repair inh 4.0%, Menin-MLL TR inh inconclusive, PKM2 activator -3.9%, Rab9 promoter act 5.7%, MBNL1-CUG inh -3.0%, RORgamma inh -9.8%, NPC1 prom act -4.8% and FLuc counter -0.6%.
`Cc1ccc(-c2nc3cnccn3c2Nc2ccc3c(c2)OCO3)o1` gave KCNH2 3.1 inh -7.2, VP16 counter 19.9%, Mito fusion act -9.1%, ELG1 repair inh 27.6%, Menin-MLL TR inh -2.4%, PKM2 activator 10µM*, Rab9 promoter act -1.1%, MBNL1-CUG inh 13.6%, RORgamma inh 24.9%, NPC1 prom act -1.3% and FLuc counter -14.6%.
`CC(=O)N1N=C(c2ccc(Cl)cc2)CC1c1ccco1` (stereo unspecified) gave KCNH2 3.1 inh -2.5, VP16 counter 24.0%, Mito fusion act -1.0%, ELG1 repair inh inconclusive, PKM2 activator 25.1µM*, Rab9 promoter act 3.6%, MBNL1-CUG inh -0.1%, RORgamma inh 0.2%, NPC1 prom act 13.2% and FLuc counter -9.8%.
Screening COc1ccccc1-n1nnnc1SCC(=O)Nc1ccc(C)c(N)c1 returned KCNH2 3.1 inh -3.4, VP16 counter -4.7%, Mito fusion act -1.5%, ELG1 repair inh inconclusive, Menin-MLL TR inh 27.1%, Rab9 promoter act -1.3%, MBNL1-CUG inh 2.0%, RORgamma inh 38.0%, NPC1 prom act 10.8% and FLuc counter -4.1%.
`Cc1ccc(C(C)C)c(OCC(O)CN2CCOCC2)c1` (stereo unspecified) gave KCNH2 3.1 inh -8.6, VP16 counter -5.1%, Mito fusion act -13.4%, ELG1 repair inh 2.2%, Menin-MLL TR inh -7.4%, PKM2 activator -7.5%, Rab9 promoter act 1.6%, MBNL1-CUG inh 10.6%, RORgamma inh -7.6%, NPC1 prom act 0.1% and FLuc counter 0.5%.

Only part of the results is shown; the hit share may differ from the screen's.
